PLCg1 inh: PLC-gamma1 (human) inhibition, primary screen; inhibition, % at 12.2 µM; AID 720700; purified PLC-gamma1, fluorogenic substrate, fluorescence; 370,000 compounds, 0.84% hits; P19174; in the data active = inhibition above about 9.5%
ADAM17 inh: inhibitors of human ADAM17; recombinant ADAM17, EDANS/DABCYL FRET peptide cleavage; P78536; 370,000 compounds, 0.83% hits; inhibition, % at 6.95 µM;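 active = inhibition above the mean of compounds lying between control limits plus 3 SD, set per campaign, cut at about 8.5% in these data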;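 note: 0% = DMSO-only wells as the low control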
DDE Tn6 FP inh: DD(E)-Tn6 binding inhibition, primary FP screen. Fibrin DD(E) TRITC-Tn6 fluorescence polarization displacement. inhibition, % at 8.3 µM. 370,000 compounds, 0.21% hits;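 active = inhibition above a per-campaign cutoff: mean of compounds within control limits plus 3 SD, cut at about 15% in these data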;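 note: 0% = median of all compound wells on the plate and 100% = blocking peptide control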
DDE Tn7 FP inh: DD(E)-Tn7 binding inhibition, primary FP screen; FP displacement of FITC-Tn7 peptide from fibrin DD(E); 0% = median of compound wells per plate; inhibition, % at 8.3 µM; 370,000 compounds, 0.13% hits;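 active = inhibition above the mean of compounds falling within the control limits plus 3 SD of them, cut at about 14% in these data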;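 note: 0% = plate median of compound wells and 100% = 10 µM Aha-Tn7 peptide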
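Assay system: Human clot-derived fibrin DD(E) complex | Buffer or medium: Tris/NaCl/CaCl2 buffer, pH 7.8 | Repeats: One replicate per compound | Benchmarks: Aha-Tn7 high control | Measure: % inhibition scaled between sample-field median and high-control FP | Schedule: 10 min plus 3 h, room temperature | Signal: Fluorescence polarization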
ARFGAP1 inh: inhibits rat ARF GTPase activating protein 1; inhibition, % at 16.5 µM; Arfgap1-stimulated ARF1 GTP hydrolysis, GDP FP detection; Q62848; AID 651572; 360,000 compounds, 0.26% hits;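 active = inhibition above a per-plate limit, mean inhibition of low control wells plus 3 SD, cut at about 25% in these data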;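 note: 0% = DMSO wells with enzyme and 100% = wells lacking Arfgap1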
Target sequence (Q62848 1-136 limits assumed): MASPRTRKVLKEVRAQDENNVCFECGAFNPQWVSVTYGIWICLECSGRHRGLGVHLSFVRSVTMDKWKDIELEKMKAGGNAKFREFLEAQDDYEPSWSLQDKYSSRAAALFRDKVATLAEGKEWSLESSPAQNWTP
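System: truncated rat Arfgap1 GAP domain / Medium: HEPES-based buffer, pH 7.5 / Also added: N-terminally truncated human ARF1-GTP substrate / Incubation: enzyme reaction 120 min at 25 °C after 20 min preincubation / Measured by: FP of antibody-bound GDP Alexa 633 tracer, ex 620/em 688 nm / Replicates: singlicate, each compound tested once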
LEDGF integ inh: blocks HIV-1 LEDGF/p75-dependent DNA integration. TR-FRET IN-LEDGF/p75 DNA integration, Eu/Cy5. inhibition, % at 3.7 µM. 370,000 compounds, 0.64% hits. AID 743269;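 active = inhibition above the screen-wide mean plus 3 SD, cut at about 13% in these data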;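 note: signal is the Cy5 over europium emission ratio at 671 and 618 nm; 0% = plate median of compound wells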
ADAM10 inh: ADAM10 inhibition, QFRET primary screen | recombinant ADAM10, EDANS/DABCYL FRET peptide cleavage, 3 h | AID 720582 | inhibition, % at 7 µM | 370,000 compounds, 0.62% hits | O14672;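 active = inhibition above a per-campaign cutoff equal to the mean of compounds falling between control-based bounds plus 3 SD, cut at about 20% in these data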;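 note: 0% = DMSO wells while the 100% control is not disclosed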
KLK7 zymogen act: proKLK7 (human) activation, primary screen; 370,000 compounds, 0.9% hits; AID 652039; activation, % at 7 µM; purified proKLK7, EDANS-DABCYL substrate fluorescence; 100% is mature enzyme control, 0% vehicle; P49862;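 active = activation above the mean of all tested compounds plus 3 SD, computed per campaign excluding outliers beyond control limits, cut at about 13% in these data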
Target sequence (P49862 whole entry, looked up): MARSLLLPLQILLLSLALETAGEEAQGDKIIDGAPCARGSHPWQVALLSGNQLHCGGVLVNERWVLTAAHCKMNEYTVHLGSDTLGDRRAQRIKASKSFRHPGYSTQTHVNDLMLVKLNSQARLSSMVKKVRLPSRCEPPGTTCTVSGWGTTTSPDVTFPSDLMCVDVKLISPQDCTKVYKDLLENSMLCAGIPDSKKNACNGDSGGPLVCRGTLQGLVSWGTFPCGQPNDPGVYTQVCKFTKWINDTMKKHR
ASAP1 GAP inh: blocks human ASAP1-stimulated Arf1 GTP hydrolysis. 360,000 compounds, 0.19% hits. GDP FP detection. Q9ULH1. inhibition, % at 16.5 µM. AID 624377; in the data active = inhibition above about 25%;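 note: 0% = vehicle with enzyme and substrate and 100% = no enzyme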
Target sequence (Q9ULH1 325-724 limits assumed): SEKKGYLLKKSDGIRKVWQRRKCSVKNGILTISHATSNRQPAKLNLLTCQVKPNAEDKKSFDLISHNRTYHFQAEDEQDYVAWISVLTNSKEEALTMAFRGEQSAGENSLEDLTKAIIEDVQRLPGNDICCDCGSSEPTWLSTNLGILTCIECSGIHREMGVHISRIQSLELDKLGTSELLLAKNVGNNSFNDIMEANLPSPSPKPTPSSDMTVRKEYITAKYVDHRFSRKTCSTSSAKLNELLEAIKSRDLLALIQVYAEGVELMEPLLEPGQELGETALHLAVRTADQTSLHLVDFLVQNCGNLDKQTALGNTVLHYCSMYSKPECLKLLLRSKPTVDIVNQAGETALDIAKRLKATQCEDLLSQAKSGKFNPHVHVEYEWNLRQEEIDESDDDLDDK
TDP2 absorb: TDP2 (human) inhibition, absorbance primary screen; inhibition, % at 12.8 µM; recombinant TDP2, T5PNP hydrolysis, p-nitrophenol absorbance 415 nm; O95551; 370,000 compounds, 0.34% hits;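 active = inhibition above the mean of all tested compounds plus 3 SD, set per campaign, cut at about 25% in these data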;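 note: 0% = DMSO with enzyme and 100% = buffer with substrate but no TDP2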
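Assay system: recombinant human TDP2 / Reagent: T5PNP substrate at 5 mM, a TopII-DNA adduct mimic / Measured by: epi absorbance from released p-nitrophenol / Evaluation: % inhibition relative to enzyme-containing and enzyme-free wells / Control set: enzyme-free and DMSO wells / Replicates: each compound tested once, singlicate / Schedule: enzyme reaction with compound for 2 h at 37 °C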
An asterisk follows results filed as active.

How did C=CCNC(=O)c1ccc(-c2nc(-c3ccc(Cl)cc3Cl)cs2)cc1 do in these assays?
PLCg1 inh: 0; ADAM17 inh: -4; DDE Tn6 FP inh: 7; DDE Tn7 FP inh: 4; ARFGAP1 inh: 7; LEDGF integ inh: 0; ADAM10 inh: -4; KLK7 zymogen act: -0.1; ASAP1 GAP inh: -8; TDP2 absorb: 6

What do the screens show for `O=C(c1ccccc1OCc1ccc(Cl)cc1)N1CCN(c2ccccn2)CC1`?
PLCg1 inh: -6; ADAM17 inh: -2; DDE Tn6 FP inh: 1; DDE Tn7 FP inh: 4; ARFGAP1 inh: -5; LEDGF integ inh: -2; ADAM10 inh: -1; KLK7 zymogen act: 0.0; ASAP1 GAP inh: -4; TDP2 absorb: 5

What do the screens show for `COc1ccc(Cc2nnc(NC(=O)c3ccccc3F)s2)cc1`?
PLCg1 inh: 1; ADAM17 inh: 2; DDE Tn6 FP inh: 0; DDE Tn7 FP inh: 0; ARFGAP1 inh: -5; LEDGF integ inh: 0; ADAM10 inh: 4; KLK7 zymogen act: 0.3; ASAP1 GAP inh: 1; TDP2 absorb: -9

What do the screens show for `NC(=O)COC(=O)/C=C/c1ccc2ccccc2n1`?
PLCg1 inh: -5; ADAM17 inh: -13; DDE Tn6 FP inh: -4; DDE Tn7 FP inh: 1; ARFGAP1 inh: 6; LEDGF integ inh: -3; ADAM10 inh: -36; KLK7 zymogen act: -1.2; ASAP1 GAP inh: 2; TDP2 absorb: 7

What do the screens show for `CS(=O)(=O)N(CC(=O)Nc1ccccc1-c1ccccc1)c1cccc(F)c1`?
PLCg1 inh: 3; ADAM17 inh: 1; DDE Tn6 FP inh: -3; DDE Tn7 FP inh: -1; ARFGAP1 inh: 11; LEDGF integ inh: 2; ADAM10 inh: 7; KLK7 zymogen act: 0.1; ASAP1 GAP inh: 12; TDP2 absorb: -4

Results for CC1(C)C=Cc2c(ccc3c2OC[C@@H](c2ccc(O)cc2O)C3)O1 ?
PLCg1 inh: 1; ADAM17 inh: 19*; DDE Tn6 FP inh: -13; DDE Tn7 FP inh: -3; ARFGAP1 inh: 15; LEDGF integ inh: 2; ADAM10 inh: 26*; KLK7 zymogen act: -0.4; ASAP1 GAP inh: 7; TDP2 absorb: -2

How did Cc1ccc(S(=O)(=O)NCCSc2nnc(N)s2)cc1 do in these assays?
PLCg1 inh: 2; ADAM17 inh: -1; DDE Tn6 FP inh: 7; DDE Tn7 FP inh: 2; ARFGAP1 inh: 2; LEDGF integ inh: 2; ADAM10 inh: 3; KLK7 zymogen act: 0.0; ASAP1 GAP inh: -13; TDP2 absorb: 7

How did O=S(=O)(c1ccc(F)cc1)N1CCn2c(nc3ccccc32)C1 do in these assays?
PLCg1 inh: 3; ADAM17 inh: 0; DDE Tn6 FP inh: -9; DDE Tn7 FP inh: -5; ARFGAP1 inh: -3; LEDGF integ inh: 3; ADAM10 inh: 4; KLK7 zymogen act: -0.6; ASAP1 GAP inh: -4; TDP2 absorb: -8

What do the screens show for `Cc1nn(C(C)C(=O)NCCc2ccccc2)c(=O)c2cc3occc3n12` (configuration not stated)?
PLCg1 inh: -7; ADAM17 inh: -2; DDE Tn6 FP inh: -1; DDE Tn7 FP inh: 0; ARFGAP1 inh: 1; LEDGF integ inh: -1; ADAM10 inh: -10; KLK7 zymogen act: -0.6; ASAP1 GAP inh: -1; TDP2 absorb: -13

Results for CCN(CC(=O)NCc1cccs1)C(=O)c1ccc(N(C)S(=O)(=O)c2ccc(C)cc2)cc1 ?
PLCg1 inh: -1; ADAM17 inh: 0; DDE Tn6 FP inh: -5; DDE Tn7 FP inh: 6; ARFGAP1 inh: 13; LEDGF integ inh: 0; ADAM10 inh: -2; KLK7 zymogen act: 0.1; ASAP1 GAP inh: -7; TDP2 absorb: 2

How did CC1CCN(c2ccc(C(=O)O)cc2NS(=O)(=O)c2ccc(Cl)s2)CC1 do in these assays?
PLCg1 inh: -4; ADAM17 inh: -1; DDE Tn6 FP inh: 1; DDE Tn7 FP inh: 2; LEDGF integ inh: -4; ADAM10 inh: -6; KLK7 zymogen act: -0.4; TDP2 absorb: 4

Results for Cc1ccc(N2CC(C(=O)N/N=C/c3cccc([N+](=O)[O-])c3)CC2=O)cc1 (configuration not stated) ?
PLCg1 inh: 3; ADAM17 inh: -1; DDE Tn6 FP inh: 6; DDE Tn7 FP inh: 3; ARFGAP1 inh: -6; LEDGF integ inh: -1; ADAM10 inh: -1; KLK7 zymogen act: 0.1; ASAP1 GAP inh: -4; TDP2 absorb: 7

Results for O=C(NC1CCOc2ccccc21)C1CCCC1 (configuration not stated) ?
PLCg1 inh: 0; ADAM17 inh: 2; DDE Tn6 FP inh: 7; DDE Tn7 FP inh: 5; ARFGAP1 inh: -7; LEDGF integ inh: 0; ADAM10 inh: 17; KLK7 zymogen act: -0.7; ASAP1 GAP inh: 9; TDP2 absorb: -10

How did O=C1C2C3C=CC(C2C(=O)N1c1ccccc1O)C1C2C(=O)N(c4ccccc4O)C(=O)C2C31 (configuration not stated) do in these assays?
PLCg1 inh: 1; ADAM17 inh: -1; DDE Tn6 FP inh: 5; DDE Tn7 FP inh: -4; ARFGAP1 inh: 3; LEDGF integ inh: 5; ADAM10 inh: 1; KLK7 zymogen act: -0.1; ASAP1 GAP inh: 9; TDP2 absorb: 11

What do the screens show for `C=CCC(=O)N1CCCC(C(=O)c2ccc(Cl)cc2)C1` (configuration not stated)?
PLCg1 inh: 2; ADAM17 inh: -5; DDE Tn6 FP inh: -8; DDE Tn7 FP inh: -1; ARFGAP1 inh: 2; LEDGF integ inh: -1; ADAM10 inh: -5; KLK7 zymogen act: -0.5; ASAP1 GAP inh: 9; TDP2 absorb: -4

Results for CC1(C(=O)NS(=O)(=O)c2ccccc2Cl)CCN1C(=O)CCc1cccs1 (configuration not stated) ?
PLCg1 inh: 8; ADAM17 inh: 6; DDE Tn6 FP inh: 4; DDE Tn7 FP inh: 2; ARFGAP1 inh: -4; LEDGF integ inh: 6; ADAM10 inh: 4; KLK7 zymogen act: 0.1; ASAP1 GAP inh: -8; TDP2 absorb: -6

What do the screens show for `CCOc1ccccc1CN1[C@@H](c2ccc(OC)cc2)CC(C(=O)OC)(C(=O)OC)[C@H]1c1ccccc1`?
PLCg1 inh: -2; ADAM17 inh: -7; DDE Tn6 FP inh: -2; DDE Tn7 FP inh: 3; ARFGAP1 inh: 9; LEDGF integ inh: -2; ADAM10 inh: -8; KLK7 zymogen act: -0.5; ASAP1 GAP inh: 3; TDP2 absorb: 0

Results for O=C(CSc1nc2ccccc2c(=O)n1Cc1ccc(F)cc1)NCc1cccs1 ?
PLCg1 inh: -3; ADAM17 inh: -2; DDE Tn6 FP inh: 3; DDE Tn7 FP inh: 1; ARFGAP1 inh: -6; LEDGF integ inh: -4; ADAM10 inh: 0; KLK7 zymogen act: 0.0; ASAP1 GAP inh: 7; TDP2 absorb: -15

What do the screens show for `Cc1cc(C)cc(OCC(C)CN2CCC(C(O)(c3ccccc3)c3ccccc3)CC2)c1` (configuration not stated)?
PLCg1 inh: 4; ADAM17 inh: 8; DDE Tn6 FP inh: 7; DDE Tn7 FP inh: 0; LEDGF integ inh: -5; ADAM10 inh: 6; KLK7 zymogen act: -0.2; TDP2 absorb: -11

How did CC(=O)N1CCC(C(=O)N2c3ccccc3N=C(c3ccc(C(F)(F)F)cc3)C2C(=O)NC2CCCC2)CC1 (configuration not stated) do in these assays?
PLCg1 inh: -424; ADAM17 inh: -20; DDE Tn6 FP inh: 12; DDE Tn7 FP inh: 1; ARFGAP1 inh: 8; LEDGF integ inh: -3; ADAM10 inh: -74; KLK7 zymogen act: 0.6; ASAP1 GAP inh: -9; TDP2 absorb: 5

What do the screens show for `Cc1ccc(C(C(=O)NC2CCCC2)N(Cc2ccco2)C(=O)CCC(=O)Nc2cc(C)on2)cc1` (configuration not stated)?
PLCg1 inh: 2; ADAM17 inh: 4; DDE Tn6 FP inh: -3; DDE Tn7 FP inh: 1; ARFGAP1 inh: 4; LEDGF integ inh: 0; ADAM10 inh: -3; KLK7 zymogen act: 0.1; ASAP1 GAP inh: 6; TDP2 absorb: -10

Results for COc1cccc(/C=N/NC(=O)CC(C)O)c1OC/C=C/c1ccccc1 (configuration not stated) ?
PLCg1 inh: -30; ADAM17 inh: -11; DDE Tn6 FP inh: 7; DDE Tn7 FP inh: -4; ARFGAP1 inh: -9; LEDGF integ inh: 3; ADAM10 inh: -26; KLK7 zymogen act: 0.8; ASAP1 GAP inh: -4; TDP2 absorb: -7

How did c1ccc2c(CNc3ccc(CNc4ncn[nH]4)cc3)cccc2c1 do in these assays?
PLCg1 inh: -13; ADAM17 inh: 4; DDE Tn6 FP inh: -10; DDE Tn7 FP inh: -10; ARFGAP1 inh: -10; LEDGF integ inh: -2; ADAM10 inh: 10; KLK7 zymogen act: -0.1; ASAP1 GAP inh: 9; TDP2 absorb: -23

How did O=c1c2ccccc2cnn1-c1ccc(Br)cc1 do in these assays?
PLCg1 inh: -4; ADAM17 inh: -2; DDE Tn6 FP inh: 0; DDE Tn7 FP inh: 1; ARFGAP1 inh: -3; LEDGF integ inh: -2; ADAM10 inh: 1; KLK7 zymogen act: -0.5; ASAP1 GAP inh: -6; TDP2 absorb: -5

Results for O=C(Oc1ccc(Cl)cc1)N1CCCCC1 ?
PLCg1 inh: 0; ADAM17 inh: -4; DDE Tn6 FP inh: -6; DDE Tn7 FP inh: 5; ARFGAP1 inh: 6; LEDGF integ inh: -3; ADAM10 inh: 6; KLK7 zymogen act: -0.4; ASAP1 GAP inh: 3; TDP2 absorb: 2

Results for O=C(O)c1cc(NCc2c(F)cccc2Cl)ccc1N1CCOCC1 ?
PLCg1 inh: -2; ADAM17 inh: -1; DDE Tn6 FP inh: 1; DDE Tn7 FP inh: 2; ARFGAP1 inh: -3; LEDGF integ inh: 1; ADAM10 inh: -4; KLK7 zymogen act: -3.7; ASAP1 GAP inh: 4; TDP2 absorb: -20

Assay outcomes deposited in PubChem BioAssay by The Scripps Research Institute Molecular Screening Center.

The order is random. Share with any hit: about 4.2%.
